TDP2 absorb – TDP2 (human) inhibition, absorbance primary screen. 370,000 tested, 0.34% active. AID 720702. recombinant TDP2, T5PNP hydrolysis, p-nitrophenol absorbance 415 nm. O95551. inhibition, % at 12.8 µM;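 active = inhibition above the mean of all tested compounds plus 3 SD, set per campaign, cut at about 25% in these data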;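 note: 0% = DMSO with enzyme and 100% = buffer with substrate but no TDP2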
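test system = human TDP2 enzyme | input = TDP2 enzyme at 120 nM final | medium = 50 mM Tris-HCl pH 7.5 with Mg2+, KCl, DTT, BSA | also added = T5PNP substrate, 5 mM | times = 2 h at 37 °C | technique = epi absorbance | benchmarks = high control without enzyme, low control DMSO plus TDP2 | replication = each compound tested once, singlicate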
PLC-beta3 inh – PLC-beta3 (human) inhibition, primary screen; inhibition, % at 12.2 µM; 370,000 tested, 0.18% active; Purified PLC-beta3, fluorogenic substrate, fluorescence; in the data active = inhibition above about 11%;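 note: 0% = median of compound wells on plate and 100% = full blocker control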
Tn7 DDE FP – inhibitors of Tn7 peptide binding to human fibrin DD(E); P02675; FP displacement of FITC-Tn7 peptide from fibrin DD(E); 0% = median of compound wells per plate; AID 720508; 370,000 tested, 0.13% active; inhibition, % at 8.3 µM;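 active = inhibition above the mean of compounds falling within the control limits plus 3 SD of them, cut at about 14% in these data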;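 note: 0% = plate median of compound wells and 100% = 10 µM Aha-Tn7 peptide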
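Also added: labelled Tn7 tracer, 0.1 µM; Assay system: human fibrin DD(E) protein; Amount: 2 µM fibrin DD(E); Schedule: 10 min compound pre-incubation, 3 h probe incubation at room temperature; Repeats: one replicate per compound; Read-out basis: percent inhibition; Measured by: fluorescence polarization of the labelled Tn7 tracer.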
SIAE inh – blocks human sialic acid acetylesterase. Q9HAT2. SIAE FP-Rh probe binding, fluorescence polarization. inhibition, % at 9.66 µM. 370,000 tested, 0.69% active. AID 1053197;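 active = inhibition above a cutoff: mean of compounds within the control limits plus 3 SD of those, cut at about 17% in these data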;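 note: 0% = plate median of compound wells and 100% = probe without SIAE protein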
ARFGAP1 inh – inhibitors of rat ARFGAP1 | Q62848 | Arfgap1-stimulated ARF1 GTP hydrolysis, GDP FP detection | inhibition, % at 16.5 µM | 360,000 tested, 0.26% active | AID 651572;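 active = inhibition above a per-plate limit, mean inhibition of low control wells plus 3 SD, cut at about 25% in these data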;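 note: 0% = DMSO wells with enzyme and 100% = wells lacking Arfgap1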
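Repeats: one replicate per compound; assay system: rat Arfgap1 catalytic domain, aa 1-136; times: enzyme reaction 120 min at 25 °C after 20 min preincubation; detection: FP of antibody-bound GDP Alexa 633 tracer, ex 620/em 688 nm; benchmarks: high control wells lacking Arfgap1, low control full reaction with DMSO; reagent: human ARF1(Δ1-17)-GTP substrate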
ASAP1 GAP inh – blocks human ASAP1-stimulated Arf1 GTP hydrolysis; Q9ULH1; GDP FP detection; inhibition, % at 16.5 µM; 360,000 tested, 0.19% active; in the data active = inhibition above about 25%;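 note: 0% = vehicle with enzyme and substrate and 100% = no enzyme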
ADAM17 inh – inhibits human ADAM17 | P78536 | recombinant ADAM17, EDANS/DABCYL FRET peptide cleavage | inhibition, % at 6.95 µM | 370,000 tested, 0.83% active;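 active = inhibition above the mean of compounds lying between control limits plus 3 SD, set per campaign, cut at about 8.5% in these data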;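 note: 0% = DMSO-only wells as the low control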
PLCg1 inh – inhibitors of human phospholipase C gamma1; inhibition, % at 12.2 µM; 370,000 tested, 0.84% active; AID 720700; purified PLC-gamma1, fluorogenic substrate, fluorescence; P19174; in the data active = inhibition above about 9.5%
Target sequence (P19174 whole entry, looked up): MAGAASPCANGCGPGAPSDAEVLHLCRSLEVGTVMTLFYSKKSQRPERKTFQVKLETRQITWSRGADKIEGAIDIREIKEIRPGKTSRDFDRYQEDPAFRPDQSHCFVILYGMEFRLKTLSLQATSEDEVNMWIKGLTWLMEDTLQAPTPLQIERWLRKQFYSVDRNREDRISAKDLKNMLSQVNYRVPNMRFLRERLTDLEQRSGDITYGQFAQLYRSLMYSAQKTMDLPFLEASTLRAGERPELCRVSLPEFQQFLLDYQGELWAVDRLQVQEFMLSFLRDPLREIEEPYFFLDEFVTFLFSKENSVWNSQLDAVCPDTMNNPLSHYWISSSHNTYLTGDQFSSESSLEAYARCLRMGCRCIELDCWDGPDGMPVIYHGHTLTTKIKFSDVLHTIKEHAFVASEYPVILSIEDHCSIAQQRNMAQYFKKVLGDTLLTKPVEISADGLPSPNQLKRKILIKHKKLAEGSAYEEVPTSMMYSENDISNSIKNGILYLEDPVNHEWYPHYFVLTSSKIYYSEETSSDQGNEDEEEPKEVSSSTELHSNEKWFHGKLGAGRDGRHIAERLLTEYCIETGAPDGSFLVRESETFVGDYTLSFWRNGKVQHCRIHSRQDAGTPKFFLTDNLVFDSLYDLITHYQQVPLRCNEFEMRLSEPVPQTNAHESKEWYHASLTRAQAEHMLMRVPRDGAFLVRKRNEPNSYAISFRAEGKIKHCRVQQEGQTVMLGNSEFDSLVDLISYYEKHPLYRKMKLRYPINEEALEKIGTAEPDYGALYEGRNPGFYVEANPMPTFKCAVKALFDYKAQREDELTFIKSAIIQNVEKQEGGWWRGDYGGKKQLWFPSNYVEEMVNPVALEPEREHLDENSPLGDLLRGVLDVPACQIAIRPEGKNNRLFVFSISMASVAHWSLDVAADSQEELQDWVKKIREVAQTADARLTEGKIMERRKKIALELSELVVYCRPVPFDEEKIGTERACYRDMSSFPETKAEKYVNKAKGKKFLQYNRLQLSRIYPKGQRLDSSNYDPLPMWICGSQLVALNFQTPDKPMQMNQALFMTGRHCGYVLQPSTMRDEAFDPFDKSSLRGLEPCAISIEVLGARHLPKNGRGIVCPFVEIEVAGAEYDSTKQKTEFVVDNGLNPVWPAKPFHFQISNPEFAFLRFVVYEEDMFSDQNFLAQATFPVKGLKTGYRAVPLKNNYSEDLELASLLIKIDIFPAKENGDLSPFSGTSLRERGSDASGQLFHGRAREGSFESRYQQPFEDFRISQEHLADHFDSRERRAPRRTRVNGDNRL
DDE Tn6 FP inh – DD(E)-Tn6 binding inhibition, primary FP screen; P02675; 370,000 tested, 0.21% active; inhibition, % at 8.3 µM; Fibrin DD(E) TRITC-Tn6 fluorescence polarization displacement; AID 720509;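 active = inhibition above a per-campaign cutoff: mean of compounds within control limits plus 3 SD, cut at about 15% in these data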;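 note: 0% = median of all compound wells on the plate and 100% = blocking peptide control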
ADAM10 inh – ADAM10 inhibition, QFRET primary screen. AID 720582. recombinant ADAM10, EDANS/DABCYL FRET peptide cleavage, 3 h. inhibition, % at 7 µM. 370,000 tested, 0.62% active;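 active = inhibition above a per-campaign cutoff equal to the mean of compounds falling between control-based bounds plus 3 SD, cut at about 20% in these data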;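 note: 0% = DMSO wells while the 100% control is not disclosed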
* marks the source's active call; other numbers are inactive results; . = no result given.

SMILES	TDP2 absorb	PLC-beta3 inh	Tn7 DDE FP	SIAE inh	ARFGAP1 inh	ASAP1 GAP inh	ADAM17 inh	PLCg1 inh	DDE Tn6 FP inh	ADAM10 inh
COc1ccccc1CC(=O)NCc1ccc2c(c1)OCO2	-11.4	1.0	-4.4	1.2	7.1	-3.8	-1.5	2.6	-3.6	-8.8
O=C1N=C(N2CCCC2)S/C1=C\C=C\c1ccccc1	-3.8	-35.9	0.8	-9.0	5.1	-0.7	-2.1	-20.2	-7.0	6.3
Cc1ccnc(NC(=O)c2cc(-n3cnnc3)ccc2Cl)c1	8.7	-0.3	2.5	6.8	3.0	-7.7	-2.8	2.0	-1.9	-0.8
O=C(NC1CCCCC1)c1cccc2c(-c3ccc(F)c(F)c3)coc12	2.0	0.6	-7.4	-0.8	-2.8	10.7	-2.5	-0.1	-1.7	-0.8
Cc1cccc(C)c1NC(=O)CN1CCC(Cc2ccccc2)CC1	-4.2	1.1	-0.5	-2.5	-7.3	5.0	2.9	-2.3	-3.7	-1.5
O=C(NC1CCCC1)C1CCN(c2cnccn2)CC1	-4.2	-14.9	0.0	6.0	9.3	-12.8	-9.0	-8.3	3.9	-20.7
Cc1ccc(S(=O)(=O)N2CCC(C(=O)NN3CCCCC3)CC2)cc1	-1.2	-2.8	-7.2	1.6	-12.0	10.2	-2.4	-0.2	2.7	-9.6
O=C(Nc1cccc(NC(=O)c2ccco2)c1)c1ccc2c(c1)OCO2	-3.8	0.2	5.3	-6.3	5.8	2.4	-1.9	0.4	8.0	6.8
COC(=O)[C@]12C[C@H](CC(=O)NCCc3ccccc3OC)C(=O)N(CCc3ccc(OC)c(OC)c3)C1=C[C@H](C1CCCC1)O[C@@H]2C	-4.3	1.3	4.8	-4.0	.	.	7.9	4.1	2.0	12.7
O=C(Nc1ccc(F)cc1)C1CCC(N2C(=O)c3ccccc3C2=O)CC1 (stereo not drawn)	-1.9	2.3	-7.1	-1.8	6.8	0.8	0.4	0.0	6.5	-1.1
Cn1cccc1/C=N/NC(=O)c1cccnc1	-1.7	1.6	-5.3	3.7	-3.7	-1.2	-2.1	-2.7	5.5	-2.6
CC(=O)Nc1ccc(NC(=O)C2CCN(C(=O)C3CC(=O)N(c4ccc(C)cc4)C3)CC2)cc1 (stereo not drawn)	-11.7	-6.9	2.3	5.2	-2.1	-4.8	-6.3	0.7	-5.6	0.7
O=C(NCc1ccco1)c1cc(S(=O)(=O)N2CCOCC2)ccc1Br	2.6	-6.2	0.3	2.9	-6.7	-0.6	-3.8	0.5	2.2	-8.6
CSCCC(NC(=O)c1ccccc1)C(=O)OCC(=O)Nc1ccc(C)c(Cl)c1 (stereo not drawn)	-10.7	1.9	-4.6	-24.9	11.4	7.5	4.5	1.6	-8.7	32.4*
N#CCCNS(=O)(=O)c1ccc(C(=O)OCC2CCCCC2)cc1	-15.6	-4.8	-2.0	-5.7	20.3	-4.1	-1.5	6.5	-6.0	9.1
COc1cccc(N2CC(C(=O)N3CCC4(CC3)CC(=O)c3ccccc3O4)CC2=O)c1 (stereo not drawn)	4.2	-12.8	-4.9	2.0	-2.3	-12.2	-33.7	-12.4	-5.1	-120.0
COC(=O)C(C)N(c1ccc(C)cc1)S(=O)(=O)c1c(C)[nH]c(=O)[nH]c1=O (stereo not drawn)	5.2	2.9	0.8	14.7	-9.1	-1.4	-0.1	0.8	-1.0	-2.5
O=[N+]([O-])c1ccc(/C=N/Nc2ncc(-c3ccccc3)cn2)cc1	-2.3	0.4	-4.1	1.5	-3.2	-4.3	-1.4	6.1	2.5	-0.7
C=CCSc1nnc(-c2cnn(-c3ccccc3)c2-n2cccc2)n1C	-4.6	6.2	-8.0	3.1	16.7	16.8	2.8	4.6	-2.8	3.4
CCCCN(C)CCCNC(=O)CS(=O)Cc1nc(-c2ccc(OC)c(OC)c2)oc1C (stereo not drawn)	-2.5	5.2	-3.2	5.2	-0.8	-4.9	1.2	-1.0	2.9	3.0
S=C(NCc1ccc(Cl)cc1)NC12CC3CC(CC(C3)C1)C2	-10.9	8.1	1.3	-5.5	0.8	0.8	14.9*	9.2	5.5	15.5
CCN(CC)S(=O)(=O)c1ccc(N2CCCC2)c(NC(=O)c2c(-c3ccccc3)noc2C)c1	12.9	-8.6	-1.1	1.8	2.4	-11.4	0.0	2.8	0.3	-2.2
O=C(O)CC1(CC(=O)Nc2ccccc2Br)CCCC1	2.4	-7.1	-4.3	-1.3	-5.3	-2.4	-3.5	-1.1	-2.1	-3.1
CCN(CC)CCN(C(=O)c1ccc2c(c1)OCCO2)c1nc2cc3c(cc2s1)OCO3	0.6	-3.7	-8.3	3.2	6.8	1.0	-0.2	-1.0	-8.4	2.5
COc1ccc(OC)c(N/C(C)=C/C(=O)c2ccccc2)c1	-1.8	0.8	-3.3	7.1	-2.7	0.6	0.4	0.6	1.8	4.3
CC(C)S(=O)(=O)c1csc(NC(=O)Nc2ccc(Cl)cc2)c1	-1.5	-11.4	-8.1	3.2	5.6	-14.9	0.4	5.2	-3.5	12.1
COc1ccccc1OCc1ccc(C(=O)N2CCN(C(=O)c3ccco3)CC2)cc1	8.4	1.9	-0.6	11.2	4.4	-4.3	-3.7	1.5	1.2	-10.6
COc1ccc(S(=O)(=O)N2CCC[C@H]2C(=O)N2CCC[C@H]2C(=O)N[C@@H](C)c2ccccc2)cc1C	-18.9	7.8	-0.6	-6.0	9.6	15.6	5.0	1.1	0.5	1.2
CCOC(=O)[C@@]12CCC3=C1N(CCC3)C(=O)[C@H](CC(=O)NCCC(C)C)C2	-1.1	0.3	3.5	-3.4	.	.	-7.0	-1.9	-8.0	-7.4
COc1ccc(S(=O)(=O)N2CCN(c3cnccn3)CC2)cc1	3.0	-34.3	2.2	8.3	1.7	-1.2	-13.7	-29.1	-0.9	-55.9
Cc1ccc(N2CC(C(=O)Nc3cccnc3)CC2=O)cc1Cl (stereo not drawn)	-13.5	-8.7	0.4	-7.5	-9.0	2.6	1.1	-3.1	4.4	-5.1
COc1cc(NC(=O)COc2c(C)cc(C)cc2[N+](=O)[O-])c(OC)cc1Cl	2.2	1.8	-1.3	-4.0	3.5	3.6	0.8	-0.2	1.5	1.1
CCCCN(C(=O)c1c(-c2ccccc2)noc1C)c1c(N)n(CCC)c(=O)[nH]c1=O	3.8	-6.0	-5.2	0.0	0.8	-1.2	1.8	5.2	-3.0	-6.8
Cc1ccc(NC(=O)COC(=O)c2ccc(-n3cccn3)cc2)cc1C	8.1	-6.8	-3.4	-4.6	-5.7	-5.9	-0.6	-5.8	1.4	-0.1
COc1ccc(S(=O)(=O)N(C)CC(=O)N2CCCCCC2)cc1OC	7.7	1.5	5.2	1.8	-9.7	2.2	-7.4	-3.0	3.8	0.1
O=C(Nc1cccc([N+](=O)[O-])c1)Nn1cnnc1	-13.9	1.6	6.2	-16.5	6.6	9.4	-1.8	10.4*	3.9	-4.5
COc1cccc(/C=N/NC(=O)CCc2n[nH]c(=O)[nH]c2=O)c1O	-3.0	-7.3	-12.1	4.3	10.9	0.5	-2.6	-7.6	6.6	-12.6
Cc1ccc(C(=O)NC(C)(COc2nonc2C)COc2nonc2C)cc1	-8.1	1.6	-3.5	-0.1	-5.3	-3.8	2.4	-1.0	-1.2	4.3
CC1CN(c2nc3c(c(=O)n(Cc4ccc(Cl)c(Cl)c4)c(=O)n3C)n2C)CC(C)O1 (stereo not drawn)	-13.0	4.9	-9.0	-3.7	-3.1	-1.9	3.8	9.2	-3.5	6.6
Cc1ccc(C(=O)O)cc1NC(=S)NC(=O)c1ccc(COc2ccccc2)cc1	-3.7	-2.7	-0.6	-12.7	-5.8	-2.1	1.7	-0.7	3.4	3.8
Cc1ccc(Nc2nc(N)nc(CN3CCCCCC3)n2)c(C)c1	38.4*	0.6	-2.0	-1.4	7.1	-0.4	-1.0	0.4	4.3	0.8
Cc1ccc(CC(C(=O)O)C(C)C(=O)Nc2ccc(F)cc2)cc1 (stereo not drawn)	-3.8	-6.2	-0.4	-0.4	9.6	2.9	-4.9	-2.6	-8.4	-9.3
CCN(CC)C(=O)C1=C(C)N(CCC2=CCCCC2)C(=O)C(CC(=O)NCC2CCCCC2)C1 (stereo not drawn)	3.6	3.8	2.7	-4.5	-4.3	7.7	2.7	0.3	5.9	5.9
Cc1c(C(=O)OCC(=O)N2CCCC2)cccc1[N+](=O)[O-]	-1.8	-5.0	2.6	3.5	-5.4	-3.2	-4.7	-1.9	0.9	-7.4
CCCCNC(=O)COC(=O)c1cc(Br)ccc1Cl	6.6	2.3	-0.2	0.8	10.3	7.0	-1.9	1.7	-5.0	0.6
O=C(CNC(=O)c1ccc(S(=O)(=O)N2CCCC2)cc1)N/N=C/c1ccccc1Cl	-3.5	3.4	-7.1	9.6	11.8	-5.6	0.4	0.2	0.7	4.2
COc1ccc(N2C(=O)CC(NCc3ccncc3)C2=O)cc1 (stereo not drawn)	-13.4	-1.6	-0.5	4.3	-6.2	2.9	1.8	-2.5	-1.4	-1.8
CCN(C(=O)Cn1c(=O)oc2ccccc21)C1CCS(=O)(=O)C1 (stereo not drawn)	-5.7	5.2	-8.4	-1.4	-5.9	13.4	2.5	6.4	-3.4	1.7
O=C(O)C1C2C=CC(O2)C1C(=O)Nc1ccccc1C(F)(F)F (stereo not drawn)	-9.4	1.1	7.4	7.2	-3.0	-3.4	0.7	2.7	-5.2	6.6
CCOc1ccccc1OCCOc1cccc(C(F)(F)F)c1	0.9	-0.1	1.0	-0.8	-6.4	-2.3	-2.0	4.6	-3.3	-1.8
CCOc1ccc(CCNC(=O)c2sc3nc4n(c(=O)c3c2C)CCC4)cc1	14.8	-7.4	-2.0	-1.7	0.1	-10.2	-4.2	0.3	-0.8	-6.9
CN(CC(=O)Nc1ccc(Cl)c(C(F)(F)F)c1)C(=O)/C=C/c1cccs1	3.0	-5.0	5.9	2.1	-6.1	-5.4	-7.6	0.2	7.8	-22.0

Only ASAP1 GAP inh and PLC-beta3 inh, for three of the compounds above:
| Molecule | ASAP1 GAP inh | PLC-beta3 inh |
| --- | --- | --- |
| CCOc1ccccc1OCCOc1cccc(C(F)(F)F)c1 | -2.3 | -0.1 |
| CCOc1ccc(CCNC(=O)c2sc3nc4n(c(=O)c3c2C)CCC4)cc1 | -10.2 | -7.4 |
| CN(CC(=O)Nc1ccc(Cl)c(C(F)(F)F)c1)C(=O)/C=C/c1cccs1 | -5.4 | -5.0 |

Screening data deposited in PubChem BioAssay by The Scripps Research Institute Molecular Screening Center.

The order is random; 3.6% or so of the library scored in one or more.
